PGC1a acetyl inh: lowers PGC1a acetylation signal in U2OS cells; AlphaScreen anti-acetyl-lysine; with virally co-expressed GCN5 acetyltransferase; 350,000 compounds, 0.17% hits; AID 651687; inhibition, % at 15.6 µM;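 active = every replicate shows inhibition of at least 40%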;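 note: 0% = neutral control wells and 100% = positive control wells; some results beyond the cut were filed as inactive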
LGR2 inh: inhibitors of bursicon-induced Drosophila LGR2 receptor cAMP signaling; HEK293 LGR2, CRE-luciferase, bursicon-stimulated, 4 h; inhibition, % at 9.99 µM; 380,000 compounds, 0.35% hits; AID 720647;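 active = drop in luminescence signal, shown as inhibition above about 50% in the replicate tests, limit read from the data, passing the limit was not always enough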;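 note: agonist challenge used bursicon conditioned medium at about half maximal strength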
S100A4 MyoIIA: blocks human S100A4 binding to myosin IIA peptide. P26447. S100A4/TAMRA-MyoIIA peptide fluorescence polarization. inhibition, % at 10.7 µM. 360,000 compounds, 0.14% hits;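 active = mean inhibition of at least 70% across replicates, with every replicate also reaching that level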
Target sequence (P26447 whole entry, looked up): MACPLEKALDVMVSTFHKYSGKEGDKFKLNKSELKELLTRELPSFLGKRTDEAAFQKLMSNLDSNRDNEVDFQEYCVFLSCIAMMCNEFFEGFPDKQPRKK
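Test system – S100A4 monomer (human) · Compound – single-point compound testing · Schedule – 5 min incubation before reading · Probe or stimulus – TAMRA-labelled myosin IIA heavy-chain peptide probe, 5 nM · Benchmarks – neutral control DMSO, positive control TFP · Medium – Calcium-containing HEPES buffer, pH 7.2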
Cneo AK release: causes C. neoformans cell lysis. adenylate kinase release luminescence, 4 h; normalised: neutral wells 0, clomiphene wells 100. lysis activity, % at 15 µM. 360,000 compounds, 0.2% hits. AID 651654;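 active = mean lysis activity across replicates of at least 80%, whatever share of replicates individually reach that level; inactive = mean lysis activity below 80%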
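Assay system: C. neoformans cells. Amount: yeast cell density of 5 × 10^6 cells/mL. Technique: AK luminescence. Buffer or medium: YPD. Times: static 4 h at 37 °C with compound, 1 h detection. Dosing: single-point compound dose. Read-out: lysis from increased AK signal.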
XiGFP reactiv: activators of X-chromosome reactivation in mouse fibroblasts. XiGFP mouse fibroblasts, % GFP-positive cells imaging, 3 d; cells co-treated with 5-aza-dC sensitizer; scaled so ellipticine positive control = 100%. AID 743238. activation, % at 7.58 µM. 360,000 compounds, 0.055% hits;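 active = mean normalized replicate activation at least 10% and every replicate at or above 10%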;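 note: 0% = median of on-plate neutral control wells and 100% = ellipticine 6 µM median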
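material = 68-5-11 XiGFP fibroblast line | medium = DMEM plus 5-aza-dC sensitizer | schedule = 3 days compound exposure | benchmarks = positive control ellipticine, 6 µM final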
Statin myotox sup: suppression of simvastatin myotoxicity | AID 602340 | 330,000 compounds, 0.78% hits | C2C12 myotubes + simvastatin, ATP luminescence, 48 h; scaled: DMSO 0, geranylgeraniol control 100 | rescue of ATP level, % at 7.49 µM;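 active = mean ATP rescue above about 67%, or every replicate alone reaching that limit, limit read from the data, passing the limit was not always enough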;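 note: myotubes were challenged with 10 µM simvastatin during compound exposure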
SIRT5 block: blocks human SIRT5 desuccinylation of peptide | Q9NXA8 | Purified SirT5, succinyl-peptide AMC, trypsin-coupled fluorescence | inhibition, % at 15 µM | 330,000 compounds, 1.1% hits | AID 652115; in the data active = inhibition above about 15%
Target sequence (Q9NXA8 whole entry, looked up): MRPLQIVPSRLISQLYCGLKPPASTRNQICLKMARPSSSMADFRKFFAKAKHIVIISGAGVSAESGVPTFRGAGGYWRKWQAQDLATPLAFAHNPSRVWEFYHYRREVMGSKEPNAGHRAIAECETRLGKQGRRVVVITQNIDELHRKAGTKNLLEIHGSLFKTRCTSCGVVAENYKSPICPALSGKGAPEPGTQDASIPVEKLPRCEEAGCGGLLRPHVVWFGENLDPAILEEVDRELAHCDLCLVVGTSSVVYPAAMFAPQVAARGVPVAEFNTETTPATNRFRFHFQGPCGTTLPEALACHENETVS
ERAP1 HTS inh: ERAP1 (human) enzyme inhibition. 340,000 compounds, 0.15% hits. recombinant ERAP1, Leu-AMC fluorescence, 60 min. AID 652197. inhibition, % at 10.7 µM. Q9NZ08;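 active = mean replicate inhibition of at least 30%, or all replicates individually reaching that 30% level; inactive = mean below 30% and not every replicate reaching it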;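 note: 0% = neutral control wells and 100% = L-leucinethiol positive control wells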
* = called active by the depositor; x = no result given; & = joins results of further samples.

entry	molecule	PGC1a acetyl inh	LGR2 inh	S100A4 MyoIIA	Cneo AK release
1	CCOC(=O)C1CCN(C(=O)CCn2c(=O)oc3ccccc32)CC1	x	32	-4	0
2	O=C(Nc1cccc(Cl)c1)N1CCCCCC1	9	-11	7	-2
3	CCOC(=O)C1=C(c2ccccc2)OC(N)=C(C#N)C1c1ccncc1 (configuration not stated)	-4	25	-15	-4
4	COc1ccc(CN2CCC(C(=O)c3ccc(Cl)cc3)CC2)cc1	-3	20	-1	8
5	Cc1ccccc1Nc1nc(N)nc(COC(=O)[C@@H](NC(=O)c2ccco2)C(C)C)n1	x	44	-7	x
6	CO[C@H]1CN(C)C(=O)c2cc(NC(=O)C3CCCCC3)ccc2OC[C@H](C)N(C(=O)c2ccccc2)C[C@@H]1C	5	4	-41	0
7	CCOCCOCCC(C(=O)OCC)P(=O)(c1ccccc1)c1ccccc1 (configuration not stated)	12	8	x	-2
8	O=C(Oc1ccc(C(=S)N2CCOCC2)cc1)c1cccc([N+](=O)[O-])c1	4	0	-4	-4
9	COC(=O)c1ccc(Oc2nc(NC(C)C)nc(NC(C)C)n2)cc1	6	-6	1	x
10	CCCN1[C@@H]2c3ccc(-c4cccnc4)c(=O)n3C[C@H]1[C@H](CO)[C@H]2C(=O)NC1CCCC1	9	2	60	x
11	O=C(Nc1ccc2c(c1)[C@H]1C[C@H](CC(=O)N3CCCCC3)O[C@H](CO)[C@H]1O2)c1ccc2c(c1)OCO2	-3	-11	1	7
12	CC(C)(C)C(=O)/C=C1\SCC(=O)N1CC(=O)N1CCN(c2ccccc2)CC1	9	-7	-1	0
13	COc1cccc(NC(=O)CN(C)CC(=O)Nc2ccc(Cl)cc2[N+](=O)[O-])c1	20	16	-4	-1
14	CC(C)CNC(=O)CN1C(=O)NC2(CCCc3ccccc32)C1=O (configuration not stated)	6	7	10	2
15	CCCN1C[C@@H](C)[C@@H](OC)CN(C)C(=O)c2ccc(NC(=O)c3cccc(F)c3)cc2OC[C@H]1C	-5	-2&-28	-2&-2	0

entry	XiGFP reactiv	Statin myotox sup	SIRT5 block	ERAP1 HTS inh
1	0.0	6	-2	-2
2	0.2	7	3	0
3	0.0	-2	4	0
4	0.0	5	-2	0
5	-0.1	x	x	0
6	0.0	17	9	-1
7	x	-2	x	x
8	-0.2	8	13	2
9	-0.2	x	-1	x
10	0.5	x	-1	x
11	0.0	-1	0	-1
12	0.3	12	3	-2
13	0.1	3	2	-1
14	0.2	-2	-1	2
15	0.2&0.1&-0.1	-5	6	5&1

Reformatted: three of the compounds above
entry | Structure | PGC1a acetyl inh | LGR2 inh | S100A4 MyoIIA | Cneo AK release | XiGFP reactiv | Statin myotox sup | SIRT5 block | ERAP1 HTS inh
5 | Cc1ccccc1Nc1nc(N)nc(COC(=O)[C@@H](NC(=O)c2ccco2)C(C)C)n1 | x | 44 | -7 | x | -0.1 | x | x | 0
6 | CO[C@H]1CN(C)C(=O)c2cc(NC(=O)C3CCCCC3)ccc2OC[C@H](C)N(C(=O)c2ccccc2)C[C@@H]1C | 5 | 4 | -41 | 0 | 0.0 | 17 | 9 | -1
7 | CCOCCOCCC(C(=O)OCC)P(=O)(c1ccccc1)c1ccccc1 (configuration not stated) | 12 | 8 | x | -2 | x | -2 | x | x

Next records.
entry	molecule	PGC1a acetyl inh	LGR2 inh	S100A4 MyoIIA	Cneo AK release
16	CCN(C[C@H]1N[C@@](C)(C(=O)OC)[C@H]2C(=O)N(C)C(=O)[C@@H]12)C(=O)Nc1ccc(OC)cc1	x	3	-12	0
17	S=C(NC1CCCCCC1)NC1CCCC1	x	-9	-3	x
18	NS(=O)(=O)c1ccc(CCNC(=O)c2cc(-c3cc(Cl)ccc3O)n[nH]2)cc1	5	9	-3	-6
19	COc1ccc(/C=C2\SC(=S)N(CC(=O)NC3CCS(=O)(=O)C3)C2=O)cc1 (configuration not stated)	0	2	3	-3
20	COc1ccc(C(=O)NC2CCN(S(=O)(=O)c3ccccc3)CC2)cc1	9	4	-3	5
21	CCN(CC)CCCNC(=O)C1c2ccccc2C(=O)N(CCOC)C1c1ccc(F)cc1 (configuration not stated)	0	1	1	x
22	O=C(C1CC1)N1CC2(C1)[C@@H](c1ccccc1)[C@@H](CO)N2S(=O)(=O)c1ccccc1	5	-10	8	x
23	Cc1cc(OCc2cc(C(=O)NCc3csc(C(C)C)n3)no2)cc(C)c1Cl	x	7	-11	-1
24	Cc1csc(NC(=O)CSC2=NS(=O)(=O)c3ccccc3N2)n1	x	10	0	0
25	C[C@@H]1CN([C@H](C)CO)C(=O)Cc2cc(NC(=O)CCN3CCOCC3)ccc2O[C@H]1CN(C)Cc1ccc(C(=O)O)cc1	8	-2	x	-6
26	CCCCC1(C)OC(=O)C(=Cc2ccc(SC)cc2)C(=O)O1 (configuration not stated)	1	1	4	x
27	CCOc1ncccc1C(=O)Nc1ccc(C)c(S(=O)(=O)N2CCCCCC2)c1	-7	6	-5	0
28	C/C(=N\NC(=S)NC1CCCCC1)c1cccc(Br)c1	x	-66	-7	x
29	CN(C)C(=O)c1ccc(-c2ccccc2[C@@H]2[C@@H](C#N)N(C(=O)C3CCCCC3)[C@@H]2CO)cc1	-6	9	-1	x
30	CC1(C)Cc2sc3c(=O)[nH]c(=S)[nH]c3c2CO1	-9	-1	0	x

entry	XiGFP reactiv	Statin myotox sup	SIRT5 block	ERAP1 HTS inh
16	x	-3	-6	7
17	0.5	x	0	-3
18	-0.1	-25	-2	2
19	0.0	3	-1	6
20	0.0	-4	-6	-8
21	0.0	x	-5	-6
22	0.1	x	-1	-6
23	0.1	3	-1	-2
24	0.4	2	0	-2
25	0.0	-12	x	x
26	0.1	x	-2	7
27	0.3	-31	1	4
28	0.0	x	-9	-1
29	0.3	x	0	1
30	x	-5	-4	x

More structures follow:
entry	molecule	PGC1a acetyl inh	LGR2 inh	S100A4 MyoIIA	Cneo AK release
31	COc1ccc(Cl)cc1NS(=O)(=O)c1cccc(C(=O)NC2CC2)c1	x	-15	-3	0
32	C[C@@H]1CN([C@H](C)CO)C(=O)c2cccc(NC(=O)Nc3ccc4c(c3)OCO4)c2O[C@@H]1CN(C)C(=O)Nc1cccc2ccccc12	-1	-13	21	-2
33	C[C@H](CO)N1C[C@H](C)[C@@H](CN(C)CC2CC2)Oc2ccc(NC(=O)NC3CCCCC3)cc2CC1=O	-3	19	-7	0
34	COc1ccc(/C=C(\C#N)C(=O)Nc2cc(C)c(Cl)cc2OC)cc1O	-2	-2	4	x
35	O=C(COC(=O)CNS(=O)(=O)c1ccc(Br)cc1Cl)Nc1ccc(N2CCOCC2)cc1	-11	-14	2	4
36	CN(Cc1cnc2nc(N)nc(N)c2n1)c1ccc(C(=O)NC(CCC(=O)O)C(=O)O)cc1 (configuration not stated)	3	7	-2	x
37	COc1ccc(/C=N/NC(=O)c2ccc(F)cc2)cc1CN1CCc2cc(OC)c(OC)cc2C1C (configuration not stated)	-6	-9	-10	-18
38	CCCC#Cc1cnc2c(c1)C(=O)N([C@@H](C)CO)C[C@@H](C)[C@@H](CN(C)C(=O)c1cnccn1)O2	-7	-17	23	2
39	CCC(=O)c1ccc(O)cc1	0	3	-12	-1
40	C[C@@H](O)C#Cc1ccc([C@@H]2[C@@H](CO)N3CCCCN(C(=O)Nc4ccccc4)C[C@H]23)cc1	1	10	2	1
41	COc1ccccc1N1CCN(C(=O)C2CCN(S(=O)(=O)c3ccccc3F)CC2)CC1	5	19	-5	-1
42	CCCCn1ccnc1C	x	-9	-7	1
43	CCOc1ccc(NS(=O)(=O)c2cc(C)c(C)cc2C)cc1	-3	19	0	x
44	NNC(=O)C1COc2cc3ccccc3cc2O1 (configuration not stated)	7	8	0	3
45	COC(=O)C[C@@H]1CC[C@@H]2[C@H](COc3ccc(NC(=O)c4ccc(OC)cc4)cc3C(=O)N2C)O1	5	8	3	-1

entry	XiGFP reactiv	Statin myotox sup	SIRT5 block	ERAP1 HTS inh
31	0.0	-8	0	-1
32	-0.1	31	4	1
33	0.0	-6	-3	-1
34	0.1	x	0	x
35	0.1	13	-1	-2
36	0.5	x	1	-47
37	0.5	-16	2	6
38	0.4	24	-2	1
39	0.1	11	-1	-1
40	0.1	22	2	1
41	-0.1	2	-15	2
42	0.4	2	-4	-1
43	0.0	x	-3	1
44	-0.1	6	3	0
45	0.2	14	0	5

3 of the compounds above, bar-delimited.
No. | canonical_smiles | PGC1a acetyl inh | LGR2 inh | S100A4 MyoIIA | Cneo AK release | XiGFP reactiv | Statin myotox sup | SIRT5 block | ERAP1 HTS inh
33 | C[C@H](CO)N1C[C@H](C)[C@@H](CN(C)CC2CC2)Oc2ccc(NC(=O)NC3CCCCC3)cc2CC1=O | -3 | 19 | -7 | 0 | 0.0 | -6 | -3 | -1
34 | COc1ccc(/C=C(\C#N)C(=O)Nc2cc(C)c(Cl)cc2OC)cc1O | -2 | -2 | 4 | x | 0.1 | x | 0 | x
35 | O=C(COC(=O)CNS(=O)(=O)c1ccc(Br)cc1Cl)Nc1ccc(N2CCOCC2)cc1 | -11 | -14 | 2 | 4 | 0.1 | 13 | -1 | -2

Following part
entry	molecule	PGC1a acetyl inh	LGR2 inh	S100A4 MyoIIA	Cneo AK release
46	COCC#Cc1cnc2c(c1)C(=O)N([C@H](C)CO)C[C@@H](C)[C@@H](CN(C)C(=O)C1CCOCC1)O2	4	-13	-35	x
47	CCOc1ccc(N2C(=O)CC(N(Cc3ccco3)C(=O)CCC(=O)O)C2=O)cc1 (configuration not stated)	-1	10	-4	-1
48	c1coc(-c2cc3nc(NCc4ccc5c(c4)OCO5)ccn3n2)c1	3	-4	-4	-2
49	Cc1cnc(NC(=O)c2cncc(Br)c2)s1	-18	x	-3	x
50	CN(CC(=O)Nc1ccccc1Cl)CC(=O)Nc1sc2c(c1C(N)=O)CCC2	x	-20	-2	x
51	CCC(=O)N(C)C[C@@H]1Oc2ncc(C#Cc3ccncc3)cc2C(=O)N([C@@H](C)CO)C[C@H]1C	-5	-17	-1	-2
52	COCc1[nH]nc2c1C(c1sccc1C)C(C#N)=C(N)O2 (configuration not stated)	1	17	-2	-1
53	CC(=O)N/C(=C\c1cccc([N+](=O)[O-])c1)C(=O)NC1CCCCC1	0	x	-1	0
54	CCOC(=O)COc1cccc2c(=O)n(CC(=O)NCc3ccccc3)ccc12	2	8	0	-1
55	O=C(NC1CCC1)[C@H]1[C@H](CO)[C@H]2Cn3c(ccc(-c4ccc(F)cc4)c3=O)[C@@H]1N2	x	4	-30	-3
56	C[C@@H]1CN([C@@H](C)CO)C(=O)c2cc(NC(=O)Nc3cccc4ccccc34)ccc2O[C@@H](C)CCCCO[C@@H]1CN(C)Cc1ccc(C(F)(F)F)cc1	-11	5	x	-1
57	COc1ccc2nc(-c3ccccc3)cc(C(=O)OCC(=O)N3CC(C)OC(C)C3)c2c1 (configuration not stated)	2	4	-25	-1

entry	XiGFP reactiv	Statin myotox sup	SIRT5 block	ERAP1 HTS inh
46	1.0	x	1	3
47	0.1	-14	5	12
48	-0.1	9	-1	5
49	0.0	x	-3	1
50	0.2	x	-5	2
51	-1.1	20	-5	0
52	x	94*	0	0
53	0.0	x	-7	0
54	5.8	7	-13	x
55	0.3	7	-32	0
56	0.2	x	x	x
57	0.0	-6	-15	-16

High-throughput results from PubChem BioAssay.

Some of the compounds tested; count on the stated rates, not on these rows.
